human PMI inhibitors – MPI inhibition at elevated mannose 6-phosphate – biochemical, fluorescence intensity, high mannose 6-phosphate, primary screen (AID 1220); recombinant PMI enzyme, coupled fluorescence intensity; higher % means a stronger effect; actives 0.66% (n = 190,000); one-dose inhibition, % at 20 µM; IC50 in µM for titrated hits
TNAP activation fold – stimulation of alkaline phosphatase TNAP activity – biochemical, luminescent, no phosphate acceptor, uHTS, primary screen (AID 1001). purified TNAP, luminescent activation assay, no phosphate acceptor; higher activation fold means a stronger effect. one-dose activation fold at 20 µM; EC50 in µM for titrated hits. actives 0.03% (n = 200,000); in the data active = activation fold from about 3, or a potency from the dose series; inactive = the rest, 99 in 100 with activation fold below about 1.6; also: many of its hits are not listed in these tables
M1AAP inhibition – malaria alanyl aminopeptidase activity blockers – biochemical, fluorogenic H-Leu-NHMec substrate, 1536-well (AID 1445); recombinant M1AAP, H-Leu-NHMec fluorogenic kinetic assay; higher % means a stronger effect; inhibition, % at 30 µM, or IC50 in µM where a hit was titrated; actives 0.42% (n = 220,000);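 active = primary inhibition above the hit cutoff, then over 50% inhibition at one or more dose response concentrations, cut at about 23% in these data, passing the limit was not always enough; inconclusive = conflicting primary data, or primary hits not chosen for dose response; inactive = low primary inhibition, or under 50% at every dose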;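 also: plate controls were DMSO full reaction for no effect and no enzyme background for full effect; strong numbers were not always called active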
ER stress rescue – protection against thapsigargin-triggered cell killing – 384-well, CSM14.1, ATP luminescence, primary screen (AID 1222); CSM14.1 thapsigargin-induced death rescue, ATP luminescence; higher % means a stronger effect; cellular ATP content (survival), % at 20 µM; hits with a dose series show EC50 in µM; 190,000 tested, under 10 active;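 active = EC50 below 50 µM in the dose-response confirmation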;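 also: death triggered by thapsigargin at about 15 µM added after 2 h compound pretreatment; cell ATP read after overnight thapsigargin exposure of roughly 18 to 22 hours; normalized against plate controls of thapsigargin alone and 5% DMSO vehicle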
Myeloid diff 2 – compounds promoting myeloid differentiation; ER-HoxA9 myeloid progenitors, lysozyme-GFP differentiation, flow cytometry; calls only at 10 µM; actives 1% (n = 360,000); AID 624256;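 active = normalized GFP-positive differentiation at or above the plate's own cutoff, the solvent-only control mean plus 3 SD; inconclusive = no clear call, values can overlap the other calls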;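 also: cells exposed to compound for four days before flow analysis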
M17LAP inhibition – P. falciparum M17LAP inhibitors, primary screen, biochemical, fluorogenic H-Leu-NHMec substrate, 1536-well (AID 1619) | inhibition, % at 30 µM, or IC50 in µM where a hit was titrated | recombinant M17LAP, H-Leu-NHMec fluorogenic kinetic assay; higher % means a stronger effect | actives 0.38% (n = 220,000);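 active = compound inhibiting the enzyme by more than half at any dose during confirmatory dose-response retesting; inconclusive = strong single-dose inhibitors picked by rank but not retested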;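 also: plate controls were full reaction with DMSO carrier for no effect and no enzyme background for full effect; strong numbers were not always called active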
XIAP antagonists – XIAP antagonists, biochemical, IAP family, fluorescence polarization (AID 1018); actives 0.007% (n = 200,000); XIAP BIR domain, fluorescence polarization peptide displacement; higher % means a stronger effect; displacement, % at 20 µM; hits with a dose series show IC50 in µM; in the data active = displacement above about 50%; also: a part of the inactive calls stands beside numbers as strong as those of hits
human PMI inhibition – inhibitors of human PMI, primary screen, biochemical, fluorescence intensity, coupled assay (AID 1209). purified PMI enzyme, coupled fluorescence intensity; higher % means a stronger effect. actives 0.42% (n = 190,000). one-dose inhibition, % at 20 µM; IC50 in µM for titrated hits;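 also: plate controls were DMSO vehicle for no effect and wells lacking substrate for full effect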
LYP inhibition – PTPN22 lymphoid phosphatase activity blockers – biochemical, fluorescence intensity, uHTS (AID 1779); actives 0.054% (n = 290,000); recombinant LYP phosphatase, fluorescence intensity; higher % means a stronger effect; one-dose inhibition, % at 11.5 µM; IC50 in µM for titrated hits;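 also: plate controls were vehicle with enzyme for no effect and no enzyme for full effect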
Myeloid diff 2 GFP+ MAC1+ % – also measured in Myeloid diff 2; calls as there; GFP+ MAC1+ double positive, %; measured here: differentiation confirmed by MAC1 staining
The depositor's hits bear a star; i = inactive; ? = inconclusive; . = not tested or not shown. Rule as the data show it, unless noted: active = inhibition above about 50%; inactive = the rest.

The line under a structure holds: M17LAP inhibition, Myeloid diff 2, human PMI inhibitors, human PMI inhibition, XIAP antagonists, LYP inhibition, ER stress rescue, TNAP activation fold, Myeloid diff 2 GFP+ MAC1+ %, M1AAP inhibition
> CCOC(=O)c1c(-c2cccs2)csc1NC(=O)c1ccco1
    -3%, i, -15%, -9%, -7.0%, -3%, -2.0%, 1.1, 0.0, 5%
> CCOc1ccc(NC(=O)N2CCC(C(N)=O)(N3CCCCC3)CC2)cc1
    -1%, i, 1%, 5%, -3.5%, -9%, 2.2%, 1.1, 0.9, 3%
> COc1ccccc1N1CCN(C(=O)CN(C2CCCCC2)S(C)(=O)=O)CC1
    -9%, i, -3%, 1%, -2.3%, -9%, 1.1%, 1, 0.6, -3%
> COc1ccc(OC)c(C2NC(=O)c3sc(=S)n(-c4ccccc4)c3N2)c1 (stereo not drawn)
    5%, i, -79%, -37%, -5.7%, -2%, -3.6%, 1.1, 1.2, 9%
> N#Cc1ccc(Sc2ccccn2)c([N+](=O)[O-])c1
    8%, i, ., ., ., -6%, ., ., 0.4, -1%
> NS(=O)(=O)c1ccc(NC(=S)Nc2ccn(Cc3cccc4ccccc34)n2)cc1
    3%, i, -1%, 5%, -8.5%, 6%, -1.4%, 1.2, 0.3, 5%
> O=C(NCCC1=CCCCC1)C1CCCN(S(=O)(=O)c2cccc3cccnc23)C1 (stereo not drawn)
    -2%, ?, 7%, 6%, -2.7%, -2%, -0.7%, 1, ., 12%
> CC(=O)Nc1ccc(/C(C)=N/Nc2nc(Nc3ccccc3)nc(N3CCOCC3)n2)cc1
    28%, i, 13%, 20%, -8.9%, -3%, -4.6%, 1.1, 1.3, 2%
> CCNc1nc(C)cc(COC)c1C#N
    -13%, i, -2%, -3%, -1.0%, -6%, 1.2%, 1.1, 0.5, 3%
> O=C(NCc1cccs1)c1ccncc1
    7%, i, 7%, 9%, -7.9%, -5%, -2.6%, 1.1, 0.5, -5%
> Cc1cccc(OC(=O)c2cncc(Br)c2)c1
    0%, i, -9%, -3%, -4.3%, -4%, -1.0%, 1.1, 0.4, 1%
> CC(C)c1ccc(S(=O)(=O)c2nnn3c2nc(N2CCCCC2)c2ccccc23)cc1
    5%, i, 13%, 16%, 0.7%, 12%, 13%, 1, 0.4, -1%
> Cc1[nH]nc2c1C(c1cccnc1)N(c1ccc(Br)cc1)C2=O (stereo not drawn)
    19%, i, 2%, -2%, -11%, -7%, -2.3%, 1.1, 0.7, 5%
> O=c1cccc(-c2ccccc2)[nH]1
    17%, i, 7%, -5%, -0.6%, 12%, -1.2%, 0.9, 0.5, -1%
> CCOc1ncccc1C(=O)OCC(=O)Nc1ccc(-c2nc3ccc(C)cc3s2)cc1
    -11%, i, 2%, 17%, -0.8%, 2%, -5.2%, 1.1, 0.7, 0%
> O=C1CC(c2ccc(F)cc2)Cc2nc(N3CCN(c4ccccc4)CC3)ncc21 (stereo not drawn)
    -5%, i, -14%, -8%, -4.7%, -2%, -0.9%, 1, 0.5, 5%
> CN(C1CCCCC1)S(=O)(=O)Cc1ccccc1
    -18%, i, -1%, -2%, -2.4%, -11%, 5.0%, 1.2, 1.1, 7%
> c1cnn(-c2nc(N3CCOCC3)nc(N3CCOCC3)n2)c1
    -2%, i, -5%, 1%, 0.8%, -3%, 1.6%, 1.1, 1.1, 0%
> COc1ccc(C(=O)/C=C/Nc2cc(C)on2)c(OC)c1
    18%, i, -4%, 9%, 5.0%, 5%, -1.1%, 1.2, 0.4, 13%
> COc1cc2c(cc1OC)CN(C(=O)CSc1nc(C)cc(C)c1C#N)CC2
    -3%, i, -9%, -14%, -12%, -4%, -0.6%, 1, 0.9, 3%
> CCOc1ccccc1C(=O)OCC(=O)Nc1ccc(OC(F)F)cc1
    5%, i, 4%, 10%, -7.5%, -2%, 0.0%, 1, 1.4, 0%
> COc1ccc2oc(=O)c(C(=O)NCc3cccnc3)cc2c1
    -50%, i, 2%, 1%, -1.6%, 21%, 0.0%, 1, 0.6, 9%
> FC(F)(F)c1cc(-c2ccccc2)nc(NCc2cccnc2)n1
    -9%, i, 1%, -6%, -2.1%, 4%, 2.0%, 1, 0.8, -1%
> COc1ccc(/C(C)=N/NC(=O)C2C3CCCCC32)c(OC)c1 (stereo not drawn)
    4%, i, -6%, -8%, -20%, -4%, -0.2%, 1, 0.1, 1%
> COc1cccc(C(C(=O)NCc2ccco2)N(Cc2ccco2)C(=O)Cn2nnc3ccccc32)c1 (stereo not drawn)
    16%, i, -10%, -3%, -9.6%, -4%, -0.8%, 1, 1.4, 4%
> Brc1ccc(-c2nnc(-c3ccccc3)c(N3CCSCC3)n2)cc1
    6%, i, 7%, 3%, -5.8%, 10%, -1.9%, 1.1, 1.5, 7%
> C=CCN1CCc2nc(N)sc2CC1
    11%, i, -23%, -22%, -3.4%, -6%, -2.5%, 1.2, 1.2, 15%
> COC(=O)c1ccc(N=CC2=C(O)CC(c3ccccc3)CC2=O)cc1 (stereo not drawn)
    -3%, i, ., ., ., -6%, ., ., 0.8, 0%
> COc1ccccc1-c1cc(C(=O)NCc2ccccc2)no1
    9%, i, -3%, -5%, -6.6%, -3%, -1.3%, 1, 0.8, -2%
> O=C(COc1ccccc1N1C(=O)c2ccccc2C1=O)c1ccc(Cl)cc1
    8%, i, 13%, 24%, -6.1%, 5%, -1.1%, 1.1, 0.8, -1%
> COc1ccccc1NC(=S)N(CCc1c(C)[nH]c2ccccc12)Cc1cccs1
    0%, i, 15%, 13%, -0.3%, 4%, -1.7%, 1, 3.6, 7%
> COc1ccccc1N1CCN(C(=O)CN(Cc2ccc(Cl)cc2)S(C)(=O)=O)CC1
    5%, i, 15%, 16%, -5.1%, 2%, -1.7%, 1, 4.0, 4%
> Cn1nnnc1P(=O)(c1ccccc1)c1ccccc1
    -4%, i, -1%, -4%, -0.1%, -6%, 1.4%, 1.2, 12, 6%
> Cc1cccc(Nc2nc(N)c([N+](=O)[O-])c(N3CC(C)CC(C)C3)n2)c1 (stereo not drawn)
    7%, i, 24%, 19%, -5.8%, 11%, -1.9%, 1, 0.3, 9%
> CCCCN(c1ccccc1)S(=O)(=O)c1cccc2cccnc12
    9%, i, ., ., ., -9%, ., ., 1.0, 6%
> CC(C)(C)[C@H]1C=C(C(=O)NCc2nc3ccccc3[nH]2)O[C@@H](OCCCCO)C1
    23%, i, 17%, 21%, -5.7%, -5%, 1.9%, 1.1, 1.7, -2%
> CCOC(=O)NC(=O)COC(=O)c1cccc2ccccc12
    -4%, i, 3%, -10%, -12%, 1%, -2.4%, 1.1, 0.0, -7%
> Cc1ccc(CCN2C(=O)CCC2(C)C(=O)NC2CCCC2)cc1 (stereo not drawn)
    -12%, i, 16%, 4%, -2.8%, -1%, -2.8%, 1.1, 3.1, 3%
> CC(/C=C/C1(O)C(C)CC(O)CC1(C)C)OC1OC(CO)C(O)C(O)C1O (stereo not drawn)
    12%, i, ., ., ., -11%, ., ., 2.9, 4%
> COc1ccc2[nH]cc(CC(=O)O)c2c1
    3%, i, 7%, -14%, -24%, 3%, -1.6%, 1, 1.7, 3%
> CC1CCCN(c2cc3c(cc2[N+](=O)[O-])C(=O)N(c2ccccc2)C3=O)C1 (stereo not drawn)
    -8%, i, -5%, -8%, -0.7%, 2%, 8.2%, 1, 0.5, 8%
> CN(C)C(CNC(=O)c1ccc(S(=O)(=O)N(C)C)cc1)Cc1ccccc1 (stereo not drawn)
    1%, i, -5%, -2%, -7.4%, -2%, -0.6%, 1, 0.9, 1%
> COC(=O)c1ccc(COC(=O)C23CC4CC(CC(O)(C4)C2)C3)o1
    18%, i, 6%, 1%, -2.0%, -4%, ., 1, 1.1, -6%
> CCN(CC)c1c([N+](=O)[O-])c(=O)sc2ccccc12
    -8%, i, 2%, 11%, -13%, -8%, -4.4%, 1.1, 0.4, -3%
> CCOCCCNC(=O)CN1CCN(Cc2ccccc2C)C1=O
    7%, i, 11%, 10%, -4.7%, 2%, -2.1%, 1.1, 2.7, 9%
> O=C(Cc1c(Sc2ccccc2)c2ccccc2n1Cc1ccccc1)NCCO
    -2%, i, 15%, 9%, -1.2%, 0%, 6.2%, 1.1, 0.1, 3%
> Cc1cc(C)nc(SCc2nnc(SCC(=O)Nc3ncc(C)s3)n2Cc2ccco2)n1
    3%, i, -2%, -3%, -7.2%, -3%, 2.2%, 1.1, 3.5, 9%
> S=C(NCCc1ccccn1)NC1CC2CCC1C2 (stereo not drawn)
    7%, i, ., ., ., -8%, ., ., 0.6, 6%
> O=C(CSc1ccc2c(c1)OCCO2)Nc1cccnc1Cl
    18%, i, -5%, -6%, -5.5%, -3%, 2.1%, 1.1, 0.2, -1%
> O=C1OCCC1Sc1nnc(-c2ccc(Cl)cc2)n1Cc1ccccc1 (stereo not drawn)
    -3%, i, -5%, -3%, -9.0%, 3%, -0.4%, 1.1, 0.3, 1%
> Cc1cc([N+](=O)[O-])ccc1NC(=O)c1ccco1
    10%, i, 12%, 10%, -5.6%, -11%, 0.2%, 1.1, 0.1, 6%
> O=C(NCc1cccnc1)c1cnc2ccccc2n1
    3%, i, ., ., ., -5%, ., ., 0.9, 9%
> CC(C)CNS(=O)(=O)c1ccc(CCC(=O)NC2CCCC2)cc1
    -3%, i, -10%, -9%, -2.9%, -11%, -0.1%, 1.1, 0.6, 3%
> Cc1cc(C)n(-c2ccc([N+](=O)[O-])cc2)n1
    14%, i, 7%, 7%, -5.6%, -2%, 0.1%, 1.1, 0.1, 5%
> O=C(CN1CCN(S(=O)(=O)c2ccc(Cl)s2)CC1)N1CCOCC1
    -3%, i, ., ., ., -7%, ., ., 0.4, 0%
> C#CCN1C(=O)C(O)(c2c(C)[nH]c3ccccc23)c2ccccc21 (stereo not drawn)
    3%, i, ., ., ., -5%, ., ., 1.0, 4%
> CCOCC(=O)Nc1c(C(=O)Nc2ccccc2OC)oc2ccccc12
    -16%, i, 0%, -5%, -3.6%, -12%, -2.5%, 1.1, 3.5, 10%
> CCN(CCCNC(=O)CCCn1c(=O)[nH]c2ccccc2c1=O)c1cccc(C)c1
    -4%, i, 30%, 18%, -4.9%, -5%, 0.0%, 1, 0.4, 11%

Compound activity as filed in PubChem.
